Compound activity (PubChem)
M5 ag: agonists of human muscarinic M5 receptor (CHRM5); P08912; CHO-K1 hM5 cells, Fluo-8 calcium fluorescence; 0% DMSO wells, 100% maximal acetylcholine response; activation, % at 3 µM; hit rate 0.19% among 360,000;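 active = activation above the run's mean over test compounds plus 3 SD, cut at about 23% in these data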;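 also: signal is peak over basal fluorescence ratio across the kinetic read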
Target sequence (P08912 whole entry, looked up): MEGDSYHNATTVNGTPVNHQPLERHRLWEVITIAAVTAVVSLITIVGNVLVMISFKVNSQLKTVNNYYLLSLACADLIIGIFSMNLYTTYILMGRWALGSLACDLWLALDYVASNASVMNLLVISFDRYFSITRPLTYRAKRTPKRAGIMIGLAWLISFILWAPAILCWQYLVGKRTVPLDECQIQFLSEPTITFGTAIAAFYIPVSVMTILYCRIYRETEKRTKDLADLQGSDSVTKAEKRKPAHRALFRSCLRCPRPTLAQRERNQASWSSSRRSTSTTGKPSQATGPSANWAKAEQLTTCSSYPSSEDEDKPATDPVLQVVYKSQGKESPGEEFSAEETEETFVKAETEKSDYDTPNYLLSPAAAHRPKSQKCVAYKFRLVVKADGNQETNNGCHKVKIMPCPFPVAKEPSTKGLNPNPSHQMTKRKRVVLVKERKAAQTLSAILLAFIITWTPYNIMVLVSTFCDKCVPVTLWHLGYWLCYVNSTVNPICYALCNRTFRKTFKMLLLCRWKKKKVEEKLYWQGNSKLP
CHRM4 antagonist: blocks acetylcholine activation of human M4 receptor; P08173; CHO-hM4 cells, ACh EC80, Fluo-8 calcium fluorescence; inhibition, % at 3 µM; hit rate 0.73% among 360,000; AID 624125;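 active = inhibition above its plate's cutoff, the mean inhibition of sample wells plus 3 SD, cut at about 27% in these data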;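 also: 0% = acetylcholine EC80 with DMSO and 100% = DMSO without agonist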
Target sequence (P08173 whole entry, looked up): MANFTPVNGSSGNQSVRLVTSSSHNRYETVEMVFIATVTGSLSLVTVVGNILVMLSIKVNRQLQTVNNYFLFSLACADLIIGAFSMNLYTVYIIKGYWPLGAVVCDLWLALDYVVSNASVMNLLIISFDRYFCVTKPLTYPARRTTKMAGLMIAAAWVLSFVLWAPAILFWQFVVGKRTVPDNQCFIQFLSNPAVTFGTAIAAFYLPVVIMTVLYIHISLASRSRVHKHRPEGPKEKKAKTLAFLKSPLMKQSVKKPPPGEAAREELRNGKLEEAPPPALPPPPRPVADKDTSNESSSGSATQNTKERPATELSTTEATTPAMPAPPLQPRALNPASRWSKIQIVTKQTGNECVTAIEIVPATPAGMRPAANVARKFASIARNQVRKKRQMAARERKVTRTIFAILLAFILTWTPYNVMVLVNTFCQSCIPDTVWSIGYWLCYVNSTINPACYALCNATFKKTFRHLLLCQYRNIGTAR
CHRM4 agonist: CHRM4 agonism in calcium assay; P08173; CHO-K1 hM4/Gqi5, Fluo-8 calcium fluorescence; vehicle 0%, full acetylcholine response 100%; activation, % at 3 µM; hit rate 0.14% among 360,000;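 active = activation above the run mean over all test wells plus 3 SD, cut at about 32% in these data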;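 also: peak over basal fluorescence ratio per well then scaled between controls; 0% = DMSO wells and 100% = acetylcholine at EC100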
CHO-K1 Ca antag: nonselective inhibitor or artifact in parental CHO-K1 cells; ATP-induced calcium, Fluo-8 fluorescence; inhibition, % at 3 µM; hit rate 0.6% among 360,000; AID 602250;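 active = inhibition above a per-plate cutoff, the plate's mean sample inhibition plus 3 SD, cut at about 24% in these data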;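 also: 0% = DMSO plus EC80 ATP and 100% = DMSO alone without ATP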
CHO-K1 Ca PAM: counter-screen for M1 PAMs: effect in parental CHO-K1 cells; ATP EC20, Fluo-8 calcium fluorescence; 0% at ATP EC20, 100% at ATP max; hit rate 0.02% among 360,000; activation, % at 3 µM;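 active = activation above the run cutoff, the mean activation of all test compounds plus 3 SD, cut at about 40% in these data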;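 also: peak over basal fluorescence ratio in a 140 s read after ATP addition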
M5 antag: blocks acetylcholine activation of human M5 receptor; P08912; CHO-hM5 cells, Fluo-8 calcium fluorescence, ACh EC80; inhibition, % at 3 µM; hit rate 0.59% among 360,000; AID 624040;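 active = inhibition above a per-plate cutoff, the mean of that plate's test compounds plus 3 SD, cut at about 27% in these data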;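 also: 0% = acetylcholine EC80 with DMSO and 100% = DMSO without agonist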
M5 PAM: potentiates acetylcholine response at human M5 receptor. CHO-K1 hM5, Fluo-8 calcium, ACh EC20 PAM; 0% = ACh EC20, 100% = ACh EC100. AID 624038. hit rate 0.3% among 360,000. activation, % at 3 µM;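 active = activation above the run cutoff, the mean activation of all test compounds plus 3 SD, cut at about 18% in these data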
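System: CHO-K1 hM5 cells. Reagent: acetylcholine, EC20 level. Compound dosing: single dose, 3 µM nominal final test concentration. Timing: Post-acetylcholine fluorescence recording 140 s. Detection: Fluo-8 calcium fluorescence. Read-out: % activation, ACh-normalized. Benchmarks: ACh EC20 and EC100 wells. Repeats: singlicate, one well per test compound.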
CHRM4 PAM: potentiates acetylcholine response at human M4 receptor. P08173. CHO-K1 hM4/Gqi5, Fluo-8 calcium fluorescence, ACh EC20; 0% = ACh EC20, 100% = maximal ACh. activation, % at 3 µM. hit rate 0.4% among 360,000;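 active = activation above its plate's cutoff, the mean activation of sample wells plus 3 SD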; also: some results filed as inactive read as strong as hits
M1 ag parental: nonselective activator or artifact in parental CHO-K1 cells | Fluo-8 calcium fluorescence; scaled to maximal ATP response, vehicle zero | hit rate 0.48% among 360,000 | activation, % at 3 µM; in the data active = activation above about 15%;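 also: untransfected CHO-K1 host cells lacking M1 receptor as counterscreen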
The depositor's hits bear a star; / = no result given. Rows are unselected, and some 2.7% of all compounds hit somewhere here.

molecule	CHO-K1 Ca antag	CHRM4 agonist	M5 ag	CHRM4 PAM	CHO-K1 Ca PAM	CHRM4 antagonist	M5 PAM	M1 ag parental	M5 antag
N=c1c(S(=O)(=O)c2ccc(Cl)cc2)cc2c(=O)n3ccccc3nc2n1Cc1ccco1	-10	4	-5	0	5	11	-2	0.6	-2
CCOc1ccc(N=C2C(=O)Nc3ccc(C)c(Br)c32)cc1	-4	2	1	5	-1	-1	1	0.3	3
CCOC(=O)Nc1ccc(C(=O)c2ccncc2)cc1	-9	2	-2	2	-2	-7	-5	0.7	11
CCN(CC)C(=O)c1cccc(-c2csc(C(O)c3ccc(F)cc3)n2)c1 (configuration not stated)	4	12	6	2	0	-8	-10	7.3	2
Cc1ccc2c(CC(=O)N(CC3CCCO3)c3c(N)n(Cc4ccccc4)c(=O)[nH]c3=O)coc2c1 (configuration not stated)	4	1	3	4	-3	-2	-1	-0.2	11
O=c1[nH]c(SCc2ccccc2Cl)nc2[nH]ncc12	3	4	-3	-5	21	1	-2	3.0	8
CN(C(=O)COC(=O)c1ccc(Br)o1)c1c(N)n(Cc2ccccc2)c(=O)[nH]c1=O	3	0	0	7	15	-4	4	2.4	-3
Cc1cc(C)cc(N(C(=O)c2csnn2)C(C(=O)NC(C)(C)C)c2cccs2)c1 (configuration not stated)	-24	3	3	2	16	-10	-3	1.1	-2
NNc1nc(N)c2c(n1)-c1ccccc1CC21CCCC1	2	0	0	-9	16	5	5	0.7	-1
O=C(C[n+]1cc(-c2ccc(F)cc2)n2c1CCC2)Nc1nc(-c2ccc(F)cc2)cs1	-16	0	-7	-9	33	4	-1	1.6	-1
COc1ccc(S(=O)(=O)Nc2ccccc2C(=O)NC(C)(C)C)cc1OC	-3	-1	0	-3	-7	8	-4	0.1	6
COc1ccc(C(=O)CCC(=O)Nc2ccc(N3CCCCC3)cc2)cc1OC	-2	4	-1	-4	-13	3	2	0.1	12
O=C(Nc1ccc(O)cc1)c1ccc(NC(=O)C2CCCO2)cc1 (configuration not stated)	-5	4	0	1	-4	-13	4	1.1	-20
CC(C)CC(=O)OCc1cn(-c2ccccc2)nn1	-6	0	-2	-6	13	9	-3	0.5	-2
CCCCOc1cccc(C(=O)NC(=S)Nc2cccc(NC(=O)c3ccccc3Cl)c2)c1	-1	1	-2	4	20	-2	0	0.4	-3
Cc1nn(Cc2ccc(Cl)cc2)c(C)c1NC(=O)C(c1ccccc1)c1ccccc1	-2	7	-2	-24	10	6	-14	2.5	8
COCCN(C/C=C/c1ccccc1)C/C=C/c1ccccc1	7	-1	-23	-14	-19	18	-22	0.3	14
O=C1OCc2ccc(NS(=O)(=O)c3ccc(C(F)(F)F)cc3)cc21	-8	2	0	-9	9	6	-5	3.6	10
CCN1C(=O)/C(=C/c2ccc(OCc3ccc(C(=O)O)cc3)c(Cl)c2)NC1=S	29*	2	1	3	6	10	-1	16*	10
Nc1cc(OC(=O)c2ccc(F)cc2)nn1S(=O)(=O)c1ccc(F)cc1	-1	1	-4	7	13	-5	5	-0.1	-9
C/C(CC(=O)Nc1cccc(F)c1)=N\NC(=O)C(=O)NC1CCCCC1	-10	0	-3	13	29	-6	-2	0.1	0
O=c1c2ccccc2c(C=Nc2ccccc2O)c(O)n1-c1nccs1	-5	11	2	-22	14	-8	-11	3.9	4
COc1ccc(C2N(C(C)=O)CCN2S(=O)(=O)c2ccc(C)cc2)cc1 (configuration not stated)	-7	0	1	-5	9	4	-2	0.4	12
C/C(=N\NC(=O)C(O)(c1ccccc1)c1ccccc1)c1ccc(C)o1	-7	1	-5	-3	10	2	-4	0.9	1
CC(C)(C)CC(=O)Nc1nc(C(N)Cc2ccc(C(F)(F)F)cc2)cs1 (configuration not stated)	-3	18	6	6	15	5	1	3.1	9
COc1cc(CNc2ccc(N3CCOCC3)cc2)cc(Br)c1OC	5	3	2	-10	-2	-3	8	0.9	3
Nc1nonc1OCCOCCOCCOc1nonc1N	-19	0	-2	5	18	-1	11	1.4	-2
CC(C)OCCCn1c(NN)nc2ccccc2c1=O	-7	1	-1	-3	-7	-12	-4	-0.2	1
CN(C)CCNC(=O)c1cccc(-c2cnc3c(NC=O)cc(-c4cccc(F)c4)cn23)c1	-10	1	-1	-3	28	-10	-1	0.3	4
COc1ccccc1-n1nc(C)c(-c2ccccc2)c1N	-11	1	-6	5	14	-2	5	1.6	7
O=C1c2oc3ccc(Cl)cc3c(=O)c2C(c2cccc(Br)c2)N1CCO (configuration not stated)	6	9	-3	6	2	-3	-6	1.7	17
COc1cc(OC)c2c(c1)OC(c1ccc(OC)c(OC)c1)C(O)C2=O (configuration not stated)	2	2	5	-4	4	-1	-7	0.5	16
O=C1CCC(C(=O)N2CCc3ccccc3C2)CN1CCCN1CCOCC1 (configuration not stated)	-13	1	-4	2	31	-3	1	0.6	11
Fc1ccccc1N1CCN(Cc2cccnc2)CC1	-1	0	-4	5	13	5	0	0.0	-1
COc1ccc(S(=O)(=O)N(C)C[C@H]2OCc3cn(nn3)CCCC(=O)N([C@@H](C)CO)C[C@@H]2C)cc1	-21	1	1	3	23	-7	-4	1.2	2
Cc1cc(C)c(COCc2cc(/C=N/O)c(C)cc2C)cc1/C=N/O	-4	-1	-4	-21	11	11	-8	2.5	0
CCC(C)(C)C(=O)Nc1ncc(S(=O)(=O)c2ccc([N+](=O)[O-])cc2)s1	2	12	16	-5	14	5	-9	4.2	9
Cc1cccc2cc(CN(Cc3nnnn3Cc3ccco3)C3CCCC3)c3nnnn3c12	-10	3	-2	5	6	1	-1	0.2	1
COc1cccc(-c2nn3c(-c4cc(C)[nH]n4)nnc3s2)c1	-9	1	-6	-2	-18	0	-12	0.7	-6
NNC(=O)CNC(c1ccccc1)c1cc(Br)ccc1NC(=O)c1cccc(Cl)c1 (configuration not stated)	15	1	-2	2	-12	-1	9	0.2	12
CCN1C(C(=O)c2ccccc2)=C(Nc2ccccc2C)c2ccccc2S1(=O)=O	-1	-1	-2	-3	16	-11	-7	-0.4	2
CCOc1ccc(S(=O)(=O)Nc2cccc(C(=O)NCCCN3CCCC3=O)c2)cc1	-11	2	0	-3	-2	5	-3	1.8	10
CC(=O)c1cnn(-c2ccc(Cl)c(Cl)c2Cl)c1C	-3	0	-5	-4	19	1	3	8.9	6
C(=N\Nc1nc(Nc2ccccc2)nc(Nc2ccccc2)n1)/c1ccncc1	-10	2	-2	2	27	-11	-1	1.4	-16
Cc1ccc(C)c(NC(=O)CCN2CCCC(C)C2)c1 (configuration not stated)	-5	1	-5	3	18	-6	0	0.3	5
Cc1ccc2cccc(Oc3ncnc4scc(-c5ccccc5)c34)c2n1	-2	-1	-6	-2	4	-7	-2	0.4	0
COc1ccc(N(C)S(=O)(=O)c2cccc3cccnc23)c(OC)c1	10	13	5	-12	-6	-2	-7	4.9	18
CN(C)C(=O)/C(=C\c1cccc(Oc2ccccc2)c1)NC(=O)c1ccccc1	-6	1	0	-11	28	18	-4	2.6	0
COc1cccc(NC(=O)c2cccc(N3C(=O)C4CCC(C)CC4C3=O)c2)c1 (configuration not stated)	6	21	4	-15	2	6	-8	9.7	6
CCOC(=O)c1c(C(=O)OCC)c(C)n(Cc2cc(OC)c(OC)c(OC)c2)c1C	-4	0	1	0	19	3	5	0.6	-12
CC(=O)c1ccc(OCc2cc(C(=O)N3CCN(C4CCCC4)C(=O)C3)no2)cc1	-7	3	1	-3	8	2	4	3.0	-3
CC(C)(C)n1ncc2c(=O)n(CC(=O)NCCc3ccccc3)cnc21	-15	1	-1	7	14	-2	-2	0.7	-2
COc1ccccc1N1CCN(C(=O)c2ccc(Cl)c(S(=O)(=O)N3CCCC3)c2)CC1	9	5	1	-1	4	-3	-4	2.8	9
O=C(COC(=O)c1ccccc1F)NCc1ccc2c(c1)OCO2	-14	3	0	6	15	-9	7	0.6	-3
CN1CCN(C(=O)c2ccc(N3CCCC3=O)cc2)CC1	-3	0	-2	-3	6	2	-3	0.2	-2
Cn1cc(C(=O)O)c(-c2ccc3c(c2)OCCCO3)n1	7	1	-2	-1	-6	8	1	0.0	4
O=C(CSc1ncccn1)NC(=O)Nc1ccc2c(c1)OCCO2	-3	0	-1	-5	9	2	-5	0.8	10
CCc1cc(=O)[nH]c(SCCC(F)=C(F)F)n1	7	-1	2	-1	8	4	10	0.4	-15
CC(C)(C)OC(=O)N1CCC(NC(=O)c2nc[nH]c2C(=O)NC2CCN(C(=O)OC(C)(C)C)CC2)CC1	-11	0	-10	16	-5	3	-20	-0.7	18
COc1ccc(C(=O)N/N=C/c2ccccn2)cc1OC	-24	2	-4	7	12	-6	4	0.5	-3

The list continues:
molecule	CHO-K1 Ca antag	CHRM4 agonist	M5 ag	CHRM4 PAM	CHO-K1 Ca PAM	CHRM4 antagonist	M5 PAM	M1 ag parental	M5 antag
CCn1nnnc1SCC(=O)Nc1cccc(NC(C)=O)c1	14	0	1	3	-6	0	-2	0.1	7
Cc1cccc(CC(=O)c2c[nH]c3ccccc23)c1	-10	1	-4	1	9	-5	-7	1.6	10
COCc1cc(=O)[nH]c(-c2csc(C)n2)n1	-1	1	-2	11	-20	4	4	-0.4	7
CCc1[nH]c(=S)c(C#N)c2c1CCCC2	-8	1	3	14	24	0	6	-0.4	6
Cc1ccc(Cn2c(O)c(N=NC(=S)Nc3ccccc3F)c3ccccc32)cc1	-4	0	-2	-4	-4	9	8	0.1	11
COC(=O)c1c(NC(=O)C(Cl)Cl)sc2c1C(C(=O)OC)CC2 (configuration not stated)	1	0	-2	-1	-9	1	1	0.7	6
CCCCNC(=O)C(NC(=O)c1ccccc1)C(=O)c1ccccc1 (configuration not stated)	/	2	0	6	/	-5	5	/	-3
Fc1ccc(CNc2nc3ccccc3n3cnnc23)cc1	-13	2	1	6	21	-12	1	1.0	-2
CCCCNC(=O)CSc1nc2ccc(N3CCOCC3)cc2c(=O)n1Cc1ccc(OC)cc1	-19	1	4	-12	-11	-1	5	0.3	2
O=C(CSC(=S)N1CCN(c2ccccc2)CC1)Nc1nc(-c2ccccc2)c(-c2ccccc2)o1	5	0	-1	-1	9	-3	1	0.3	-4
CCOC(=O)N1CCN(S(=O)(=O)c2ccc(C)cc2)C1c1ccccc1 (configuration not stated)	0	12	0	-11	17	5	-15	8.5	2
COc1cc(NC(=O)CSc2nnc(C)s2)cc(OC)c1	-6	1	-3	4	6	3	6	0.8	0
CCCCCC1CC(=O)N(Cc2ccccc2)C(=O)N1 (configuration not stated)	-7	0	-1	2	6	3	5	0.5	-7
CCCCN(C(=O)C1CCCC1)c1c(N)n(CC(C)C)c(=O)[nH]c1=O	-15	1	4	27*	7	-20	6	-0.1	-10

CHRM4 PAM: entries above that show a hit
Structure	CHRM4 agonist	M5 ag	CHRM4 PAM	CHRM4 antagonist	M5 antag
CCCCN(C(=O)C1CCCC1)c1c(N)n(CC(C)C)c(=O)[nH]c1=O	1	4	27*	-20	-10
